# Bioassay records as filed in PubChem.
# Artemis inh: blocks endonuclease activity of human Artemis; Q96SD1; recombinant Artemis, quenched FAM hairpin cleavage fluorescence; hit rate 0.78% among 30,000; inhibition, % at 10 µM;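 active = at 10 µM dose, at least 30% inhibition, measured as corrected fluorescence normalized to stimulator and neutral control wells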
# Numbers without * were called inactive.
SMILES,Artemis inh
CCOc1ccc(C(=O)OCCN(CC)CC)cc1,-4.1

# Only part of the results is shown. The share of hits here may be higher or lower than overall.
